IDE act: boosts human insulin-degrading enzyme activity in HEK cells; P14735; FAbeta-B cleavage, fluorescence polarization; 0% vehicle, 100% cell-free pure enzyme wells; activation, % at 5.96 µM; hit rate 0.073% among 340,000; AID 493087;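 active = activation above the mean of all tested compounds plus 3 SD, set per screening campaign, cut at about 17% in these data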
CRFR2-BP antag: CRF-BP/CRF-R2 complex antagonism; inhibition, % at 11.8 µM; hit rate 0.59% among 350,000; HEK293 CRF-R2/CRF-BP, CRF-induced calcium fluorescence;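 active = inhibition of the ligand-induced calcium signal above about 50% at the single tested concentration, limit read from the data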
p-CIP stab down: lowers stability of the mouse p/CIP coactivator protein; Q05BA5; F442A p/CIP-EGFP cells, EGFP fluorescence, 16 h; decrease of EGFP signal, % at 10 µM; hit rate 0.01% among 290,000; AID 1984;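 active = EGFP signal decrease of at least 30% at 10 µM or well 3 SD below plate mean, unless failing retest; inactive = the rest, including hits failing retest or dose response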; also: some compounds called inactive have numbers as strong as hits; many of its hits are not listed in these tables
IDE inh: inhibitors of human insulin-degrading enzyme in cells; P14735; HEK cells, FAbetaB cleavage, fluorescence polarization; inhibition, % at 5.59 µM; hit rate 0.41% among 320,000;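 active = percent inhibition above the average of all tested compounds plus 3 SD, set per screening campaign, cut at about 16% in these data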;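 also: IDE supplied by intact live HEK cells; FP after avidin binding of uncleaved biotin substrate so inhibition keeps polarization high; 0% = DMSO wells and 100% = 60 µM reference IDE inhibitor Ii1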
PHOSPHO1 inh: PHOSPHO1 (human) inhibition; Q8TCT1; inhibition, % at 13.3 µM; AID 1565; hit rate 1.1% among 290,000; recombinant PHOSPHO1, absorbance phosphatase assay; in the data active = inhibition above about 60%
Target sequence (Q8TCT1 whole entry, looked up): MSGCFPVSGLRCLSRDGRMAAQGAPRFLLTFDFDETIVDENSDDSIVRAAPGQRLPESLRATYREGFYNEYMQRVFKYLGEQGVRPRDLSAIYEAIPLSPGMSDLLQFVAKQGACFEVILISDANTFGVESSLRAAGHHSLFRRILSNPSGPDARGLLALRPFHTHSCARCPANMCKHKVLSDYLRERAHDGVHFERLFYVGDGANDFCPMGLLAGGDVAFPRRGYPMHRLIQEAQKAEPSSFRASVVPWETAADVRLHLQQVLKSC
CHRM4 PAM: positive allosteric modulators of human muscarinic M4 receptor; CHO-K1 hM4/Gqi5, Fluo-8 calcium fluorescence, ACh EC20; 0% = ACh EC20, 100% = maximal ACh; activation, % at 3 µM; hit rate 0.4% among 360,000;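 active = activation above its plate's cutoff, the mean activation of sample wells plus 3 SD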; also: some results filed as inactive read as strong as hits
Target sequence (P08173 whole entry, looked up): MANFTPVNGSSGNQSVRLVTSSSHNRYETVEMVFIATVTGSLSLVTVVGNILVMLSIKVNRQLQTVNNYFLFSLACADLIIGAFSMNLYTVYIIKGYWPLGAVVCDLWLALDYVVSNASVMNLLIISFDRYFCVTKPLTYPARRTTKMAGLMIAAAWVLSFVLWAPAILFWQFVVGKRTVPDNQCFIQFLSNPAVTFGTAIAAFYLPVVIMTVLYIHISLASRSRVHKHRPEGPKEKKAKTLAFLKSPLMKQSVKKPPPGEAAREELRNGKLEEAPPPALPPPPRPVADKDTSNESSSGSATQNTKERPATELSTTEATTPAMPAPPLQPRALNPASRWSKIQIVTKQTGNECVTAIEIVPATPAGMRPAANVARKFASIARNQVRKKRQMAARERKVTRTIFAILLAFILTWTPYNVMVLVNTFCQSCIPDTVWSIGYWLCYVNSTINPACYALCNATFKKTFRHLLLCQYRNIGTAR
GalR3 antagonist: human GalR3 antagonism; O60755; hit rate 0.44% among 360,000; inhibition, % at 3 µM; AID 651719; HEK293 GalR3-CNG cAMP membrane potential fluorescence; galR3 body fused to GalR1 C-terminus;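 active = inhibition above the screen-wide average plus 3 SD, cut at about 13% in these data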;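 also: forskolin and galanin both at EC90 stimulate the cells; cAMP rise reported by CNG channel membrane potential dye signal; 0% = forskolin plus galanin with DMSO and 100% = forskolin alone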
Target sequence (O60755 1-299 limits assumed): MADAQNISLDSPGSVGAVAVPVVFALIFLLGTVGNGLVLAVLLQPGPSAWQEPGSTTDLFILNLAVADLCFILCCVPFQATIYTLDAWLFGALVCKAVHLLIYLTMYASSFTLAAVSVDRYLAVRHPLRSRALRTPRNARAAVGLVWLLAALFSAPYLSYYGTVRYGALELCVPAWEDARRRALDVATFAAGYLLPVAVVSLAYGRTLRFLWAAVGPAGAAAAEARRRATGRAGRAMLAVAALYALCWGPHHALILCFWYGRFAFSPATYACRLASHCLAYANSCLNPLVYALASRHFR
MEKK3 PB1 HTS: MEKK3-MEK5 PB1 interaction, increase or decrease; bead-based flow cytometry, Alexa488-MEK5 binding to MEKK3; actives lie on both sides; 0 = blocked by unlabeled MEK5, 100 = vehicle; AID 1529; hit rate 1.4% among 290,000; binding response (% of control), % at 10 µM;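 active = binding response more than 3 SD above or below the average of its plate-row segment, actives on both sides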;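 also: Alexa488 bead fluorescence after subtracting the streptavidin-only scavenger bead signal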
CRFBP-R2 agonist: agonists of human CRF-binding protein/CRF-R2 receptor complex | HEK293 CRF-R2/CRF-BP, calcium dye fluorescence (FLIPR); percent of saturating CRF peptide response | activation, % at 13.2 µM | hit rate 0.46% among 350,000;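 active = activation of at least 50%, plus an integration ratio under a set limit after plate pattern correction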;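 also: plate controls were neutral control wells without compound for no effect and CRF at EC100 for full effect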
Starred values were filed as active, the others as inactive; . = no result given; [ ] = dose if it differs, or a comment. Not a hit list, and some 4.2% of all compounds hit somewhere here.

SMILES	IDE act	CRFR2-BP antag	p-CIP stab down	IDE inh	PHOSPHO1 inh	CHRM4 PAM	GalR3 antagonist	MEKK3 PB1 HTS	CRFBP-R2 agonist
CN(C)N=C1c2cc(S(=O)(=O)N3CCOCC3)ccc2-c2ccc(S(=O)(=O)N3CCOCC3)cc21	-2	-5	-17	1	6	-1	-9	97	1.0
Cc1cccc2c1-c1sc(C(=O)NCCCN3CCc4ccccc4C3)cc1CO2	-5	15	0	7	42	-36	-4	92	3.2
C=CCNC(=O)/C(=C/c1cccc([N+](=O)[O-])c1)NC(=O)c1ccccc1	-3	12	-4	-9	12	-6	-6	111	-1.0
CCOC(=O)c1ccc(N2C(=O)CC(N3CCC(C(N)=O)(N4CCCCC4)CC3)C2=O)cc1 (centres undefined)	4	-53	-1	-5	-29	16	-7	105	0.1
C[C@H](CO)N1C[C@H](C)[C@@H](CN(C)C(=O)Nc2ccc3c(c2)OCO3)Oc2c(NC(=O)C3CC3)cccc2C1=O	0	7	.	-1	.	9	-2	.	-1.7
CC(=O)N/C(=C/c1ccc2c(c1)OCO2)C(=O)NCc1ccccc1	5	3	-6	0	29	-3	0	101	-0.6
CCCCCn1c(-c2ccco2)nc2nc3ccccc3nc21	5	4	-21	6	7	0	-4	.	-1.2
C=CCN(c1ccccc1)S(=O)(=O)c1ccc2c(c1)NC(=O)C(C)C(=O)N2 (centres undefined)	1	-17	-8	2	-51	0	.	99	1.1
CCc1ccc2c(CN3CCN(S(=O)(=O)c4cccs4)CC3)cc(=O)oc2c1	0	-4	-8	-9	12	13	-8	135*	7.3
Cc1cc(C)cc(OCC(=O)N(Cc2ccccc2)C2CCS(=O)(=O)C2)c1 (centres undefined)	6	-1	19	1	12	3	-9	99	-0.2
O=C(Nc1ccc(Br)cc1)N1CCc2ccccc2C1	-1	-9	1	4	26	0	-5	102	1.3
CCOc1ccc(S(=O)(=O)Nc2ccc(C(=O)NCc3ccncc3)cc2)cc1	5	-11	.	-2	.	7	-4	.	-0.6
CCOC(=O)C1=C(C)Nc2ccccc2N=C1NC(=O)C(CC)c1ccccc1 (centres undefined)	0	-26	-1	-1	-17	-4	-3	103	0.4
Cn1cc(CC(=O)N2CCN(c3ccccc3F)CC2)c2ccccc21	0	25	-4	-1	-12	-3	-2	106	-1.0
O=C(NNC(=O)c1ccc([N+](=O)[O-])cc1C(=O)O)c1ccncc1	3	9	-8	1	31	-7	-8	101	-0.1
COc1ccccc1C(=O)N(C)c1nnc(-c2ccccc2)s1	-4	-5	4	6	-1	-7	-3	97	-0.2
C/C(=N/OC(=O)c1ccc(C)cc1)c1cccs1	0	10	4	5	14	2	-1	102	-2.9
CCn1c2ccccc2c2cc(NC(=O)CNCc3ccccc3OC)ccc21	-2	-15	-7	2	35	-6	-5	97	1.0
Cc1oc(-c2ccccc2Cl)nc1CS(=O)(=O)CC(=O)NC1CCCC1	9	-16	-5	3	7	7	.	101	-6.3
COc1ccccc1N1CCN(C(=O)CCC(=O)N2CCN(c3ccccc3OC)CC2)CC1	-1	-2	0	2	30	-7	-12	101	-1.2
Cc1[nH]n(-c2ccccc2)c(=O)c1C(c1ccccc1C(=O)O)c1c(C)[nH]n(-c2ccccc2)c1=O	-4	-13	-17	1	-16	11	3	103	7.2
Cc1nc2ccccc2c2oc(C(=O)NCCCN3CCCC3=O)cc12	0	25	-17	4	-12	1	1	97	-1.2
CCc1cccc(CC)c1NC(=S)Nc1ccccc1	3	0	4	2	31	-6	-5	95	0.9
CCCn1c(SCC(=O)NCc2ccco2)nnc1C(C)C	-2	7	-9	5	27	9	2	103	-1.7
CC(=O)c1ccc(NC(=O)CSc2nc3ccccc3c(=O)n2CCCN2CCOCC2)cc1	-1	-5	.	5	.	-2	-5	.	0.8
CN(C)c1nc2n(c(=O)n1)CCO2	2	12	0	-8	-5	4	0	97	-0.2
CCCCOC(=O)C1=C(C)Nc2ncnn2C1c1cc(OC)c(OC)cc1OC (centres undefined)	3	2	-14	2	6	8	1	94	-1.3
CCOC(=O)c1c(NC(=O)CSc2nnc(CNc3ccc(Cl)cc3)o2)sc(C)c1C	3	-8	-16	2	-8	-2	-6	105	-1.1
CC(C)N(Cc1ccccc1)S(=O)(=O)c1ccc(-n2cccn2)cc1	.	7	.	.	.	-4	-5	.	1.5
CC(OC(=O)Cn1nnc2ccccc21)C(=O)NC1CCCC1 (centres undefined)	-2	-2	-6	4	23	-4	-10	101	-0.1
CCN(CC)S(=O)(=O)c1cc(OC)c(Cl)cc1OC	1	9	-12	3	20	-2	1	103	-1.0
COc1ccc2c(c1)C(NC(=O)C(F)(F)F)CC2=O (centres undefined)	0	-13	1	-8	18	1	-5	96	0.1
CN1CCN(CCC(=O)Nc2cccc(Br)c2)CC1	-5	-6	-6	1	24	-29	-3	104	-0.1
Cc1oc(-c2ccccc2)nc1CSc1nc2c(c(=O)[nH]1)CCC2	3	3	-3	6	-9	11	5	60*[inhibitor]	1.2
CCOC(=O)C1CCN(C(=O)CCNC(=O)c2ccccc2OC)CC1	3	-25	-18	-1	30	2	-1	109	-0.5
CCn1c(=O)cc(OCC(=O)N2CCN(c3ccc(F)cc3)CC2)c2ccccc21	-3	3	-1	-3	4	-5	-2	95	-2.3

5 neighbouring entries already listed, quoted:
SMILES	IDE act	CRFR2-BP antag	p-CIP stab down	IDE inh	PHOSPHO1 inh	CHRM4 PAM	GalR3 antagonist	MEKK3 PB1 HTS	CRFBP-R2 agonist
CCCCOC(=O)C1=C(C)Nc2ncnn2C1c1cc(OC)c(OC)cc1OC (centres undefined)	3	2	-14	2	6	8	1	94	-1.3
CCOC(=O)c1c(NC(=O)CSc2nnc(CNc3ccc(Cl)cc3)o2)sc(C)c1C	3	-8	-16	2	-8	-2	-6	105	-1.1
CC(C)N(Cc1ccccc1)S(=O)(=O)c1ccc(-n2cccn2)cc1	.	7	.	.	.	-4	-5	.	1.5
CC(OC(=O)Cn1nnc2ccccc21)C(=O)NC1CCCC1 (centres undefined)	-2	-2	-6	4	23	-4	-10	101	-0.1
CCN(CC)S(=O)(=O)c1cc(OC)c(Cl)cc1OC	1	9	-12	3	20	-2	1	103	-1.0

The list continues.
SMILES	IDE act	CRFR2-BP antag	p-CIP stab down	IDE inh	PHOSPHO1 inh	CHRM4 PAM	GalR3 antagonist	MEKK3 PB1 HTS	CRFBP-R2 agonist
COCCNC(=O)CN(C(=O)CCC(=O)Nc1ccccn1)c1cc(C)ccc1C	5	-6	-12	1	-1	0	0	106	0.0
COc1ccc(C(=O)O)cc1NCc1ccc(C)s1	0	-1	4	2	.	1	-5	93	-0.6
CCC(C)c1ccccc1N1CC(C(=O)N2CCN(C(=O)c3ccco3)CC2)CC1=O (centres undefined)	1	4	.	-5	.	7	-4	.	-1.6
CC/C(=N\NC(=O)Nc1nonc1N)c1ccc(OC)c(OC)c1	-2	2	-6	-2	12	20	-3	112	-0.7
Cc1nc(N2CCN(c3ccccc3O)CC2)c2c(-c3ccccc3)csc2n1	4	1	-6	1	15	-11	-2	100	0.6
Cc1ccccc1CC(=O)Nc1ccc(C(=O)N2CCCC2)cc1	2	9	-15	4	.	-1	2	98	-1.2
CCOc1ccccc1N1C(=O)CC(N(O)c2ccccc2)C1=O (centres undefined)	0	21	-4	1	13	-6	-2	105	2.9
Cc1ccnc(NC(=O)c2ccc(NC(=O)CC3SC(N4CCCC4)=NC3=O)cc2)c1 (centres undefined)	-1	1	.	-1	.	2	-2	.	-0.6
COc1ccc(/C=C/C(=O)Oc2cc(O)cc(O)c2)cc1	3	-5	4	1	16	3	-9	77	-0.5
COc1ccc(NC(=S)N2CCN(S(=O)(=O)c3ccc(F)cc3)CC2)cc1OC	5	43	-10	7	36	1	-2	101	1.0
COc1ccc(N(CC(=O)N2CCOCC2)S(=O)(=O)c2ccccc2)cc1Cl	-4	-28	-4	3	13	0	3	102	5.1
Fc1ccc(COc2ccc(Br)cc2CNCc2ccncc2)cc1	-7	17	-6	11	17	-17	-7	100	-1.3
Cc1nnc(SCC(=O)NN2C(=O)NC3(CCCCC3)C2=O)s1	3	-5	-6	-1	6	0	-6	107	1.2
CCOC(=O)C1=C(CN2CC(C)CC(C)C2)NC(=O)NC1c1ccc2c(c1)OCO2 (centres undefined)	0	-4	8	12	-1	-19	3	97	-1.4
CCOC(=O)C1(Cc2ccccc2)CCCN(Cc2ccc(OCCO)cc2)C1 (centres undefined)	3	-8	-14	3	48	9	-7	102	-1.1
N#Cc1ccc(CSc2nnc(NC(=O)c3ccc4ncsc4c3)s2)cc1	6	-2	-4	0	20	-2	-3	98	0.0
Cc1ccc(S(=O)(=O)N2CCOCC2)cc1C(=O)NC(C)CCc1ccccc1 (centres undefined)	4	-4	.	3	.	9	3	.	1.3
Cc1nn(-c2ccncc2)c2c1C(=O)CC(C)(C)C2Br (centres undefined)	1	12	.	.	.	4	-6	.	-0.3
C=CCn1c(SCc2nc3sc(C(=O)O)c(C)c3c(=O)[nH]2)nnc1-c1ccccc1	3	0	-22	9	-43	3	-3	100	1.9
COc1ccc(CCNC(=O)c2nnn(CC(=O)Nc3cccc(F)c3)c2N)cc1OC	6	-7	9	0	8	3	-5	101	1.8
COc1ccc(NC(=S)N(CCN(C)C)C(C)c2ccncc2)cc1Cl (centres undefined)	4	11	9	11	24	-14	2	82	-1.7
CCc1ccccc1N1CC(C(=O)Nc2nccs2)CC1=O (centres undefined)	-1	7	5	4	-15	3	-7	101	-0.1
COCCN(C(=O)CSc1nnc(-c2cccc(C)c2)n1C)c1c(N)n(Cc2ccccc2)c(=O)[nH]c1=O	4	-6	1	2	5	1	6	93	-1.2
Cc1ccc2nc(SCC(=O)N3CCC(Cc4ccccc4)CC3)nc(=O)n2c1	-4	-7	.	11	.	-15	0	.	-0.1
CS(=O)(=O)N(CC(=O)N1CCN(C(c2ccccc2)c2ccccc2)CC1)C1CCCCC1	3	22	1	0	13	2	-5	99	0.6
CCOc1ccccc1C(=O)NC1CCN(Cc2nnnn2C2CCCC2)CC1	6	-3	-7	.	-16	1	-5	97	-1.0
N#Cc1cc([N+](=O)[O-])ccc1Oc1cccc(/C=N/NC(=O)c2cccc(Cl)c2)c1	2	19	0	3	10	-5	.	103	-1.3
Fc1ccc(-c2csc(-c3ccccn3)n2)cc1F	-1	-12	-2	-6	15	7	-3	98	0.1
O=C(c1cccc(F)c1)N1CCCC(C(=O)N2CCCCC2)C1 (centres undefined)	3	1	-1	6	49	1	0	98	-0.1
O=C(O)/C=C/C(=O)N1CCc2ccccc21	-1	-8	1	1	45	2	-4	97	1.5
CCCCSc1nnc([C@H](C)NC(=O)OC(C)(C)C)o1	3	-7	-12	0	10	-7	-7	103	3.2
CC1CN(c2ccc([N+](=O)[O-])nc2)CC(C)O1 (centres undefined)	4	-2	2	6	16	4	-1	101	-0.9
Cc1cc2cc(OCC(=O)O)ccc2n1C	-3	-10	8	11	-32	11	-5	107	-0.3
C[C@H](CO)N1C[C@H](C)[C@@H](CN(C)Cc2ccncc2)Oc2c(cccc2N(C)C)C1=O	1	10	.	6	.	6	2	.	-1.4
CCOc1ccc(N(C(=O)C2CCCO2)C2C=CS(=O)(=O)C2)cc1 (centres undefined)	0	-16	-7	-3	43	6	1	102	-0.3
